High-throughput results (PubChem BioAssay)
APOBEC3G inh: inhibitors of human APOBEC3G DNA deaminase. Q9HC16. inhibition, % at 20 µM. 330,000 tested, 0.28% active. recombinant A3G, ssDNA deamination FAM/TAMRA fluorescence;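 active = inhibition of at least 40% at 20 µM, with no more than 30% in the related APOBEC3A deaminase screen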;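 note: plate controls were DMSO wells with A3G for no effect and wells lacking A3G enzyme for full effect; some compounds called inactive have numbers as strong as hits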
Apaf-1 inh: blocks human Apaf-1 apoptosome activity | reconstituted apoptosome caspase-3 activity, DEVD-Rh110 fluorescence | O14727 | inhibition, % at 20 µM | 330,000 tested, 0.71% active | AID 489030; active = inhibition of at least 40% at 20 µM;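 note: plate controls were DMSO wells for no effect and DEVD-CHO caspase inhibitor wells for full effect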
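System: reconstituted apoptosome with Apaf-1, cytochrome c, caspase-9, procaspase-3, dATP; Signal: Rh110 fluorescence intensity; Schedule: 30 min compound preincubation, 50 min activation, room temperature; Reagent: cytochrome c trigger plus (Z-DEVD)2-Rh110 caspase-3 substrate.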
SENP7 block: inhibitors of human SENP7 protease. Q9BQF6. recombinant SENP7, Z-RLRGG-aminoluciferin luminescence, 40 min. inhibition, % at 5 µM. 330,000 tested, 1.5% active;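 active = inhibition above about 50% at the single test dose, limit read from the data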;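 note: plate controls were DMSO with enzyme for no effect and no enzyme buffer wells for full effect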
SENP6 inh: SENP6 protease inhibition; inhibition, % at 10 µM; AID 2599; Recombinant SENP6 catalytic domain, aminoluciferin luminescence; Q9GZR1; 330,000 tested, 1.8% active;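 active = inhibition above about 50% at the single tested dose, limit read from the data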;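 note: plate controls were DMSO wells with enzyme for no effect and DMSO wells lacking enzyme for full effect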
Target sequence (Q9GZR1 628-1112 limits assumed): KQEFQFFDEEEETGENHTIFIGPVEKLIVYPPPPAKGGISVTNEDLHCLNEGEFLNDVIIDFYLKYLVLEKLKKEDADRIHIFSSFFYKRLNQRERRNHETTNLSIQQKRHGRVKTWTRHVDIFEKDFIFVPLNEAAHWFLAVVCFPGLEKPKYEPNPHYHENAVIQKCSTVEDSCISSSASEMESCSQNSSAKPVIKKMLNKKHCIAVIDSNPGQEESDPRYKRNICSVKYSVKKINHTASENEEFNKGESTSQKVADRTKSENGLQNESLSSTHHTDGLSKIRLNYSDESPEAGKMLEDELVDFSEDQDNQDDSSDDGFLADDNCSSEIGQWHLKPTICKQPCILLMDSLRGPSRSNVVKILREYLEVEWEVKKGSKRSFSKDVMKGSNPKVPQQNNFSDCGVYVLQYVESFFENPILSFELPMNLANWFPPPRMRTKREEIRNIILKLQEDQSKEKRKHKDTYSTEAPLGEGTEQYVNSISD
SENP8 block-1: SENP8 (human) protease inhibition; Q96LD8; recombinant SENP8, Nedd8 substrate fluorescence; inhibition, % at 20 µM; 360,000 tested, 0.64% active; AID 602440; in the data active = inhibition mostly above about 40%, no sharp cut-off; inactive = mostly below about 27%
Target sequence (Q96LD8 whole entry, looked up): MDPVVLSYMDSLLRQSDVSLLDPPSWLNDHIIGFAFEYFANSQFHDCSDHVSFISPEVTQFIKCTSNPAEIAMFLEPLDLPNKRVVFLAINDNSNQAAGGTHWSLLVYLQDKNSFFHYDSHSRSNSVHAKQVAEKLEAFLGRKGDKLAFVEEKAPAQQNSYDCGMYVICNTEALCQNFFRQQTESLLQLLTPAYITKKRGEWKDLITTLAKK
SENP1 inh: SENP1 (human) catalytic domain inhibition | Q9P0U3 | recombinant SENP1 catalytic domain, CyPet-SUMO1-YPet FRET cleavage | inhibition, % at 10 µM | 360,000 tested, 0.21% active;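 active = inhibition at least 30% at 10 µM, raw YFP signal under a set limit, fluorescence ratio 0.5 to 1.5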;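 note: 0% = enzyme with DMSO and 100% = no enzyme wells; some results filed as inactive read as strong as hits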
Target sequence (Q9P0U3 419-644 limits assumed): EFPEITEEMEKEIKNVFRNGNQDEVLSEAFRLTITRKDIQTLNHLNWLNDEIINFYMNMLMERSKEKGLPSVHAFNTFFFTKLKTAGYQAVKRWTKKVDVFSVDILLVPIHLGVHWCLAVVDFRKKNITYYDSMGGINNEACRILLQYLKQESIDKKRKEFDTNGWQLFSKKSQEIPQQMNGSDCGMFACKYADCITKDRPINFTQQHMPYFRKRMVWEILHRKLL
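system = hSENP1 catalytic domain, recombinant | reagent = SFCypet-SUMO1-SFYpet substrate at 25 nM | doses = one dose per compound, 10 µM, 0.5% DMSO | incubation = enzyme reaction for 50 min at room temperature, dark | measured by = FRET, CFP and YFP emission | controls = no-enzyme low, enzyme-DMSO high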
UBC13 inh: inhibitors of human UBC13 polyubiquitin chain formation | TR-FRET | AID 485273 | 330,000 tested, 0.47% active | P61088 | inhibition, % at 20 µM; in the data active = inhibition above about 45%, passing the limit was not always enough; inconclusive = no clear call, values can overlap the other calls
Target sequence (P61088 whole entry, looked up): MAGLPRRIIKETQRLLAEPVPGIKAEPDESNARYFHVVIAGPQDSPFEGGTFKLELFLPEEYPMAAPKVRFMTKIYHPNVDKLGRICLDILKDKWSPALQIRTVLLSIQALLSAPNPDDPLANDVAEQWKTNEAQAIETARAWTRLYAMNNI
SENP8 block-2: blocks the human protease SENP8. 330,000 tested, 1.2% active. inhibition, % at 10 µM. Q96LD8. AID 2540. purified SENP8, Z-RLRGG-aminoluciferin cleavage, luminescence; in the data active = inhibition above about 50%
Numbers without * were called inactive; ? = inconclusive.

SMILES	APOBEC3G inh	Apaf-1 inh	SENP7 block	SENP6 inh	SENP8 block-1	SENP1 inh	UBC13 inh	SENP8 block-2
CCCc1nnc(NC(=O)C23CC4CC(CC(C4)C2)C3)s1	-6	18	-1	-7	4	2	-1	-6
COC(=O)N1[C@H](C)C=C[C@]1(Cc1ccccc1)C(=O)O	15	2	-4	1	-226	1	-10	-4
CCc1nnc(NC(=O)C2=CCN(S(=O)(=O)c3ccc(F)cc3)CC2)s1	-2	-11	-4	-7	4	3	14	-4
COc1ccccc1NC(=O)C(=O)N1N=C(C(C)C)CC1(O)C(F)(F)F (stereo unspecified)	-1	-18	-15	-23	3	0	-5	-8
O=C(COc1ccc(C(=S)N2CCCC2)cc1)Nc1ccc(F)cc1	-4	11	1	-5	3	2	1	0
CCOc1cc(C(=O)Nc2cc(C(=O)OC)ccc2C)ccc1OCC(=O)N1CCOCC1	-8	-7	8	6	11	-1	0	-4
O=C(NC1CCS(=O)(=O)C1)N1CCCCC1 (stereo unspecified)	-2	1	-3	-18	14	-3	-5	-2
CCS(=O)(=O)c1ccc(O)c(NC(=O)COc2ccc(Cl)cc2)c1	-6	1	6	5	10	3	0	1
COc1ccc(-n2c3c(cc(C(=O)Nc4ccc(C)cc4)c2=O)C(=O)CCC3)cc1	-5	16	-3	-6	12	2	0	1
Cc1ccc(NC(=O)CSc2nc3ccccc3c(=O)n2CCCC(=O)NCCCN2CCOCC2)cc1C	-9	25	4	-11	-5	2	48*	0
COC(=O)CSc1nc2cc3c(cc2cc1C)OCCO3	1	4	-6	-6	-8	2	-3	4
CCN1CCN(C(CNS(=O)(=O)c2ccc(F)cc2)c2cccnc2)CC1 (stereo unspecified)	-4	2	8	0	-1	-1	-3	-5
Cc1cc(C)c2[nH]c(O)c(N=NC3=NC(=O)CS3)c2c1	-2	-9	-2	-7	38	2	-34	6
CCc1ccc(C(=O)Nc2cccnc2Oc2ccc(Cl)cc2)cc1	-5	4	5	-7	14	-2	5	5
O=C(CNC(=O)c1ccccc1)OC(C(=O)c1ccccc1)c1ccccc1 (stereo unspecified)	-8	5	-5	-6	12	-1	-4	-15
O=C(O)/C=C/C(=O)NCc1csc2ccccc12	0	-11	3	-25	27	2	1	8
CC1(CC(=O)O)C(=O)N=C2C=CC=CN21 (stereo unspecified)	-3	-14	3	-6	-298	1	18	1
Cc1nc(N2CCOCC2)c2c(C)c(C(=O)Nc3ccc(F)cc3F)sc2n1	-5	-6	-11	3	-69	2	-5	-7
CCCCOc1ccc(C(=O)NN2CCN(C)CC2)cc1	-7	-2	-1	-14	14	1	8	-7
O=C(c1cccc([N+](=O)[O-])c1)N1CCN(c2ccc(Cl)cc2)CC1	-1	4	-1	-26	2	0	7	1
CN(C(=O)COC(=O)C1(C)CC1(Cl)Cl)c1c(N)n(Cc2ccccc2)c(=O)[nH]c1=O (stereo unspecified)	-9	8	0	-20	31	1	-2	-9
Cc1ccc(Nc2nc3c(c(=O)[nH]2)CCCC3)cc1	-1	-6	-3	-4	-2	1	11	-7
C=CCSc1nnc(NC(=O)C2CC(=O)N(Cc3ccc(C)cc3)C2)s1 (stereo unspecified)	-5	11	2	-7	7	0	-9	-8
Cn1ccnc1Sc1nc2c(c(=O)n(C)c(=O)n2C)n1C	-3	-22	-7	3	20	-2	-4	2
COc1nccnc1NS(=O)(=O)c1ccc(N=Cc2c(C)[nH]n(-c3ccccc3)c2=O)cc1	-3	1	-1	-5	30	0	0	-5
CCn1cc([N+](=O)[O-])c(C(=O)Nc2ccc(Cn3nc(C)cc3C)cc2)n1	4	-4	-6	3	15	0	6	8
COc1cccc(NC(=O)CC2S/C(=N\S(=O)(=O)c3ccccc3)N(c3ccccc3)C2=O)c1 (stereo unspecified)	-8	3	-4	-15	-8	2	4	-3
Cc1ccc(N=C(NO)c2nonc2N)cc1	-2	-6	4	-10	17	2	-2	-11
COC(=O)c1c(NC(=O)C2CCCO2)sc2c1CCC2 (stereo unspecified)	-1	2	2	5	-88	-3	10	7
COc1ccc(Br)cc1C(=O)NC(=S)Nc1ccc2[nH]c(=O)[nH]c2c1	-5	14	-3	-7	-9	1	-7	6
O=C(c1cc2cc(Cl)cc(Cl)c2oc1=O)N1CCOCC1	1	-2	6	-12	-19	28	3	0
CCOc1ccc(C(=O)Nc2ccc(N3CCN(C)CC3)cc2)cc1Br	-10	5	-7	5	17	1	27	2
CCCCNC(=O)c1onc(CSc2ccccc2)c1C(=O)O	-9	-6	-5	-1	14	1	-22	0
CCSc1nc(N)nc(-c2cccs2)c1C#N	-6	5	-5	-1	-167	1	23	-8
CCOC(=O)N1CCN(C(=O)COc2cccc3c2CCN(Cc2ccccc2F)C3=O)CC1	-5	7	-12	1	19	1	0	-6
Cc1cnn(-c2nc(-c3cccs3)cc(C(F)(F)F)n2)c1	0	-2	16	-9	-280	-2	-11	5
CN(C)N1C(N)=C(C#N)C(c2cccc(Cl)c2)C2=C1CCCC2=O (stereo unspecified)	-1	2	5	3	9	3	-11	3
O=S(=O)(/N=C/N1CCOCC1)c1ccc(Cl)cc1	-2	43*	-4	14	13	0	9	0
COc1ccc(CC(=O)N2CCN(c3ccccc3OC)CC2)cc1OC	-6	0	3	-20	10	-1	3	7
CCNC(=S)N1CCC(C(N)=O)CC1	5	-4	4	6	23	-1	0	-4
COc1ccc(C(=O)NC(C)c2nnc(SCC(=O)NC3=NCCS3)n2C)cc1 (stereo unspecified)	2	6	2	23	9	1	0	-1
CCOc1ccc(NC(=O)CCSc2nnc(C)s2)cc1	1	2	1	-10	21	2	-3	5
O=C(O)c1ccccc1C(=O)NNc1ccc(Cl)cc1Cl	8	0	1	5	4	-1	4	1
CC1CCN(CC(C)OC(=O)c2ccco2)CC1 (stereo unspecified)	-8	-3	3	6	18	1	2	2
CCn1nc(C(=O)Nc2ccccc2C)c(Cl)c1Cl	-6	-137	6	-21	7	2	0	-11
Cc1ccc2ncnc(Nc3ccccc3)c2c1	-3	1	5	-11	-298	-3	9	-6
CCN1C(=O)C(=O)N(CC(=O)N2CCC(C)Sc3ccccc32)C1=O (stereo unspecified)	1	-1	8	-6	9	3	-5	-3
O=C(NCc1cc(C(F)(F)F)cc(C(F)(F)F)c1)C1CC(c2cccc(F)c2)=NO1 (stereo unspecified)	-4	11	-5	-7	13	1	11	10
O=C(/C=C/Nc1ccc(F)c(F)c1)c1cccs1	-5	13	83*	90*	-212	-100	-14	86*
O=C(CCCn1c(=S)[nH]c2ccsc2c1=O)NC1CCCCC1	-2	0	-5	-4	6	-1	?	3

Full records as entered above. Screens in order: APOBEC3G inh, Apaf-1 inh, SENP7 block, SENP6 inh, SENP8 block-1, SENP1 inh, UBC13 inh, SENP8 block-2
Listed for `CCn1nc(C(=O)Nc2ccccc2C)c(Cl)c1Cl` : -6, -137, 6, -21, 7, 2, 0, -11
Listed for `Cc1cnn(-c2nc(-c3cccs3)cc(C(F)(F)F)n2)c1` : 0, -2, 16, -9, -280, -2, -11, 5
Listed for `CCOc1ccc(C(=O)Nc2ccc(N3CCN(C)CC3)cc2)cc1Br` : -10, 5, -7, 5, 17, 1, 27, 2
Listed for `Cc1nc(N2CCOCC2)c2c(C)c(C(=O)Nc3ccc(F)cc3F)sc2n1` : -5, -6, -11, 3, -69, 2, -5, -7
Listed for `CCOc1ccc(NC(=O)CCSc2nnc(C)s2)cc1` : 1, 2, 1, -10, 21, 2, -3, 5

Remaining list, next part:
SMILES	APOBEC3G inh	Apaf-1 inh	SENP7 block	SENP6 inh	SENP8 block-1	SENP1 inh	UBC13 inh	SENP8 block-2
O=C(NCc1nnc(SCC(=O)N2CCCC2)o1)c1cccc(C(F)(F)F)c1	-4	-1	13	-8	-6	1	-14	-4
Cc1cc(C)n(-c2nnc(C)n2NC(=O)c2cccc(Cl)c2)n1	-4	0	-4	-6	7	0	0	5
O=C(NC12CC3CC(CC(C3)C1)C2)C1CCCN1C(=O)Nc1ccccc1 (stereo unspecified)	-8	-3	-10	0	21	0	4	0
Cc1ccc(NC(=S)Nc2ccc(OC(F)F)c(Cl)c2)cc1F	-6	-6	4	-4	11	1	8	0
CC(=O)N1CCN(C(=O)COc2ccc(Br)cc2)CC1	-2	-8	3	-11	29	1	8	-2
CCC(CC)C1=NN2C(=N)/C(=C/c3ccc(OC(=O)c4ccco4)cc3)C(=O)N=C2S1	-4	13	1	9	-2	-86	-1	-1
O=C(COC(=O)c1ccc([N+](=O)[O-])s1)NCc1ccccc1	6	19	48	73*	12	2	-3	62*
Cc1ccc(CN(Cc2ccco2)C(=S)Nc2ccccc2C)cc1	0	17	-8	-2	-11	-5	-5	-10
O=C(COc1cccc2cccnc12)NNC(=O)Nc1ccccc1	-7	-24	-2	-35	5	-2	0	4
CCCN(CC(=O)Nc1ccccc1OC)C(=O)c1ccc2[nH]c3c(c2c1)CC(C)CC3 (stereo unspecified)	-6	32	-1	-15	-21	-31	2	-25
O=C(COC(=O)C1=COCCO1)Nc1ccccc1	-2	1	1	-10	16	0	5	6
O=[N+]([O-])c1ccc(CSc2ncnc3c2ncn3[C@@H]2O[C@H](CO)[C@@H](O)[C@H]2O)cc1	-1	-5	1	3	8	-2	1	12
COc1ccc(C)c(-n2c(=O)n(Cc3ccccc3)c(=O)c3[nH]cnc32)c1	-3	-3	4	2	24	0	1	8
O=S(=O)(c1cccs1)N1CCCc2cccc(O)c21	-2	4	-2	-3	17	-5	5	-7
Cc1cc(-c2cc(-c3ccccc3)on2)nc(NC2CCCC2)n1	-5	5	-4	0	-479	1	20	4
S=c1oc(-c2ccncc2)nn1CCc1ccncc1	4	13	6	3	-1	0	0	4
COC(=O)c1cc2c(ccn2-c2ccc(F)cc2)n1CC(C)C	1	18	-3	3	-84	-12	-3	7
CCOC(=O)c1nc(N2CCN(C(=O)OCC)CC2)c2c3c(sc2n1)CCCC3	-1	14	4	1	-306	0	10	0
CCOc1cc(/C=C/C(=O)O)ccc1OCc1ccccc1	-9	-22	11	8	-11	1	18	0
Cc1ccc(S(=O)(=O)N2CCOC2CNC(=O)C(=O)NCc2cccnc2)cc1 (stereo unspecified)	1	-1	2	2	1	-28	5	3

The closing two records of the part above lead into the next:
SMILES	APOBEC3G inh	Apaf-1 inh	SENP7 block	SENP6 inh	SENP8 block-1	SENP1 inh	UBC13 inh	SENP8 block-2
CCOc1cc(/C=C/C(=O)O)ccc1OCc1ccccc1	-9	-22	11	8	-11	1	18	0
Cc1ccc(S(=O)(=O)N2CCOC2CNC(=O)C(=O)NCc2cccnc2)cc1 (stereo unspecified)	1	-1	2	2	1	-28	5	3
O=C1OC(C(=O)NCc2ccccc2)Cc2ccccc21 (stereo unspecified)	-11	-8	4	-2	0	-3	9	-1
Cc1nc(N2CCOCC2)c2c(C)c(C(=O)Nc3ccccc3C(F)(F)F)sc2n1	-7	5	-6	-25	-286	3	-5	-8
CCc1nnc(NS(=O)(=O)c2ccc(Nc3ccc([N+](=O)[O-])c4nonc34)cc2)s1	-2	23	2	22	45*	28	-235	-2
Cc1c(C(=O)OC(C)C)sc(NC(=O)C2CCCO2)c1C(=O)OC(C)C (stereo unspecified)	0	6	-10	0	6	1	0	-6
Cc1cc2nc(CCN3CCOCC3)n(S(=O)(=O)c3ccc(C(C)(C)C)cc3)c2cc1C	4	28	1	-25	0	-2	1	-14
O=C1C2CC=C(Cl)CC2C(=O)N1CCN1CCOCC1 (stereo unspecified)	-3	4	0	-9	4	2	-6	3
CC(NC(=O)/C(C#N)=C/c1ccc(OCC(=O)O)cc1)c1ccccc1 (stereo unspecified)	14	6	-12	-8	14	1	-11	-7
Cc1ccccc1CSCCNS(C)(=O)=O	-2	-4	2	-19	17	2	10	1
O=C(Nc1ccc(N2CCCCC2)cc1)c1ccc(F)cc1	-11	-6	83*	79*	12	2	8	68*
